# Bioassay records as filed in PubChem BioAssay.
# Scp1 inh: inhibitors of human Scp-1 phosphatase. hit rate 0.88% among 340,000. inhibition, % at 20 µM. Q9GZU7. Recombinant Scp1, phosphopeptide, malachite green phosphate absorbance;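 active means inhibition above about 50% at 20 µM, limit read from the data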;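 further: plate controls were DMSO wells with enzyme for no effect and wells lacking enzyme for full effect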
#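 Times: enzyme reaction 45 min at room temperature, colour 5 min, stabilisation 30 min. Material: SCP-1 catalytic fragment, aa 76-261. Medium: Acidic Tris acetate buffer with magnesium and detergent. Signal: colorimetric free-phosphate detection, absorbance 630 nm. Read-out basis: % inhibition of SCP-1 phosphate liberation. Reagent: Phosphorylated 17-residue peptide substrate.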
# TbMetRS inhib: blocks T. brucei methionyl-tRNA synthetase activity. purified T. brucei MetRS, ATP depletion, Kinase-Glo luminescence. inhibition, % at 11.9 µM. hit rate 0.4% among 360,000. AID 624268;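 active means inhibition above a per-plate cutoff of the control wells' mean inhibition plus 3 SD, cut at about 5.5% in these data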;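 further: 0% = DMSO wells median and 100% = median of wells with control inhibitor compound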
#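 Assay system: T. brucei methionyl-tRNA synthetase, purified | Medium: HEPES buffer with MgCl2, KCl, DTT, spermine, BSA, pyrophosphatase | Compound: 11.9 µM single point | Incubation: 15 min enzyme-compound preincubation, 2 h reaction, 10 min detection, 25 °C | Measured by: Kinase-Glo luciferase luminescence reporting remaining unconsumed ATP | Measure: % inhibition normalized to control-well medians | Replication: Singlicate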
# E coli Lon inh: inhibitors of E. coli Lon protease. P0A9M0. purified E. coli Lon protease, fluorescence polarization. inhibition, % at 7.94 µM. hit rate 0.42% among 360,000. AID 602123; in the data active means inhibition above about 13%, passing the limit was not always enough;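 further: 0% = enzyme with probe and DMSO and 100% = no enzyme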
# DNMT1 block: blocks human DNA methyltransferase DNMT1; P26358; DNMT1 molecular beacon, Hinp1I cleavage, fluorescence; inhibition (reported as % activation of signal), % at 10 µM; hit rate 0.83% among 360,000; AID 588458; in the data active means inhibition above about 50%
# SUMO1 PPI mod: modulators of human SUMO1-mediated protein-protein interactions. inhibition, % at 20 µM. hit rate 0.33% among 360,000. SUMO1 binding to a labelled peptide, TR-FRET, 1 h; in the data active means inhibition above about 37%
# Target sequence (P63165 whole entry, looked up): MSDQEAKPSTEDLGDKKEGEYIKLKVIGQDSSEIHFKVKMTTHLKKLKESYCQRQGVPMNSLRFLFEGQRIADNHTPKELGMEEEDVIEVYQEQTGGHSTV
# MsrA inh: inhibits bovine methionine sulfoxide reductase A; purified bovine MsrA, absorbance read-out; inhibition, % at 15.5 µM; hit rate 0.75% among 360,000; AID 651718; in the data active means inhibition above about 4.5%;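 further: 0% = vehicle wells with enzyme and 100% = reference inhibitor wells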
# NRP1-CendR mod: NRP-1/CendR interaction modulation; hit rate 0.85% among 360,000; inhibition, % at 25 µM; AID 602438; FAM-RPARPAR peptide binding to NRP-1, fluorescence polarization;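 active means inhibition or corrected inhibition above about 18%, plus a signal ratio from 0.5 to 1.5, limit read from the data, passing the limit was not always enough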; further: strong numbers were not always called active
# Target sequence (O14786 whole entry, looked up): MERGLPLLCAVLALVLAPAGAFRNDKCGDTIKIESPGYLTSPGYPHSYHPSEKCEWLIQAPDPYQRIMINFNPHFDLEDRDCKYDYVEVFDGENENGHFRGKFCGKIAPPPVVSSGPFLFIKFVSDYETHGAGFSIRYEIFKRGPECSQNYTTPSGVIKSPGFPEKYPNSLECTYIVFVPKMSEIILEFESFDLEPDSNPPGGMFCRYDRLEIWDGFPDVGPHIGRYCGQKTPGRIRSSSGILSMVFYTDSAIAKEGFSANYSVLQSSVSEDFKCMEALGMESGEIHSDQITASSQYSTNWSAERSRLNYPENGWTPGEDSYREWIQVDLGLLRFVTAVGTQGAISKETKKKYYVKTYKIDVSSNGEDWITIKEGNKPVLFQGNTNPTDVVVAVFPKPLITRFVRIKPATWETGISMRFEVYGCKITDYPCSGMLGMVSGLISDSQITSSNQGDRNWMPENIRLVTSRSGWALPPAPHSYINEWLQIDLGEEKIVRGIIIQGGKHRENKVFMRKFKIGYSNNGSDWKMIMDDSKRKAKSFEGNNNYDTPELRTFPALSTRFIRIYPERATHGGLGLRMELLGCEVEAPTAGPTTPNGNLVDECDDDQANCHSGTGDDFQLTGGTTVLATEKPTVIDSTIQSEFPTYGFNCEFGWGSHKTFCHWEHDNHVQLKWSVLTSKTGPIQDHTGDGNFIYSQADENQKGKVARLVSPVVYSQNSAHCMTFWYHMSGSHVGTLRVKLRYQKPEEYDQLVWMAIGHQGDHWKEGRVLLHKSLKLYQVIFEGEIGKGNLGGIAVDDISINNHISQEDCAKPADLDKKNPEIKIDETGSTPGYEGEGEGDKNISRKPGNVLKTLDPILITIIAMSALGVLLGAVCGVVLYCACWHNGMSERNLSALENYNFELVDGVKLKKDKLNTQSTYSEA
# MsrA act: activators of bovine methionine sulfoxide reductase A | hit rate 0.3% among 360,000 | purified bovine MsrA, absorbance read-out | activation, % at 10.6 µM; in the data active means activation above about 7.5%;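 further: 0% = vehicle and 100% = reference activator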
# STEP inh: inhibitors of human striatal-enriched phosphatase STEP. recombinant STEP, OMFP fluorogenic substrate, fluorescence. hit rate 0.25% among 360,000. inhibition, % at 20 µM;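 active means inhibition at 20 µM, scaled per plate between control wells, above about 37%, limit read from the data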;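 further: 0% = DMSO with enzyme and substrate and 100% = substrate only without enzyme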
#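 material = STEP tyrosine phosphatase | reagent = fluorogenic phosphatase substrate OMFP at 25 µM final | doses = single compound dose of 20 µM, 1% DMSO final | schedule = 20 min reaction, room temperature, in the dark | measured by = fluorescence, 480/540 nm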
# LMPTP block: blocks human LMPTP phosphatase. hit rate 0.22% among 360,000. recombinant LMPTP-A, OMFP fluorogenic substrate, fluorescence intensity. inhibition, % at 20 µM. P24666;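 active means compounds that cut the enzyme signal by at least half of the control window in the single-dose screen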;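 further: plate controls were DMSO wells with enzyme plus substrate for no effect and substrate without enzyme for full effect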
#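 Test system: LMPTP-A phosphatase enzyme; input: 0.625 nM LMPTP-A final; reagent: OMFP substrate, 400 µM final; compound dosing: 20 µM single dose, 3% DMSO; incubation: 50 min dark incubation at room temperature; measured by: endpoint fluorescence intensity from OMFP dephosphorylation; measure: % inhibition relative to no-enzyme and uninhibited control wells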
# Active calls of the source: *; . = not tested or not shown. Hits appear at their usual frequency; 4.3% or so of the library scored in one or more.
SMILES,Scp1 inh,TbMetRS inhib,E coli Lon inh,DNMT1 block,SUMO1 PPI mod,MsrA inh,NRP1-CendR mod,MsrA act,STEP inh,LMPTP block
CNC(=S)NNC(=O)COc1ccccc1C,2,0.2,-5,-1,-4,0.2,11,4,0,-2.4
O=C1NC(=S)NC1=Cc1ccc(Cl)cc1Cl,-12,0.2,-13,2,-24,2.8,-9,-8,0,-6.0
Cc1ccc(C(=O)O/N=C(\N)Cc2cccs2)cc1[N+](=O)[O-],-5,-0.3,-1,1,-20,-0.7,-4,-2,0,-0.3
Cc1cccc(NC(=O)C2CCCN(S(=O)(=O)c3cccs3)C2)c1C (stereo not drawn),-4,-0.7,-3,0,2,-0.8,-15,-1,-2,-1.0
COc1ccc2[nH]c3c(c2c1)CCN1C(=O)N([C@@H](C)C(=O)NCc2ccco2)C(=O)[C@]31C,1,0.4,-7,-1,-2,0.7,-6,0,0,-0.7
C/C(=N\NC(=S)NC(C)C)c1ccccc1,-4,-0.6,2,0,-1,0.6,2,-6,-2,-0.8
O=C1c2ccccc2N[C@@H]2C=CC[C@@H]2N1O,1,0.3,-1,-1,-3,-0.9,-2,0,1,-2.6
CC(=O)c1c(C)nc2ccc([N+](=O)[O-])cc2c1-c1ccccc1,-5,-0.2,-1,-7,-32,2.2,6,-1,2,0.9
COc1ccccc1CNC(=O)c1n[nH]c2ccccc12,-19,-0.1,-4,0,1,-1.0,9,5,2,1.2
O=C(COC(=O)[C@@H]1CC(O)CN1S(=O)(=O)c1ccccc1[N+](=O)[O-])Nc1ccc2ccccc2c1 (stereo partly drawn),-15,0.1,3,-3,-11,1.4,6,-3,2,2.3
Cc1cc(C(=O)NCCc2ccc(S(N)(=O)=O)cc2)c(C)o1,1,-1.2,5,3,3,0.9,11,-10,0,0.2
O=C(NCC1OCCCN1S(=O)(=O)c1ccc(F)cc1)C(=O)NC1CCCC1 (stereo not drawn),7,-0.5,6,0,1,0.8,2,-4,0,-1.8
COc1cc2c(cc1OC)CN(c1ncccc1[N+](=O)[O-])CC2,-6,-0.6,3,-1,-35,0.2,7,0,-1,0.2
O=[N+]([O-])c1ccc(CN2CC(N3CCC(Cc4ccccc4)CC3)CS2(=O)=O)cc1 (stereo not drawn),.,-1.2,7,-4,-18,-0.2,-4,-5,1,2.4
Cc1occc1-c1nnc(SCC(=O)c2cc3ccccc3oc2=O)o1,3,-0.1,0,14,-5,1.6,-29,-2,-14,6.2
Cn1c(=O)cc(OCCCC(=O)NCc2ccc3c(c2)OCO3)c2ccccc21,2,-0.8,-1,-1,1,4.1,5,-8,-3,-1.1
CCOc1ccc(C(=O)NCCNC(=O)c2ccc(OCC)cc2)cc1,0,-0.3,-3,4,1,0.6,-6,-1,-2,-1.1
C[C@@H]1CN([C@@H](C)CO)C(=O)c2cccc(NC(=O)c3nc4ccccc4s3)c2O[C@@H]1CN(C)CC1CC1,-11,-0.3,1,1,0,0.8,-11,1,0,0.0
O=C(N/C(=C\c1ccco1)C(=O)N1CCCC1)c1cccs1,9,-0.9,1,-1,-8,2.0,-14,-9,-2,-2.7
COc1cc2c(cc1OC)C(C)N(C(=O)c1cc3c(C)cc(C)cc3[nH]1)CC2 (stereo not drawn),-9,-0.3,-4,-7,-2,0.0,9,-2,0,3.8
CC1=Nc2ccccc2N=C(NC(=O)CSC(=S)N2CCCCC2)C1c1ccccc1 (stereo not drawn),-1,0.8,-4,-3,3,-1.2,37*,-2,3,3.4
O=C(CCc1nc2ccccc2c(=O)[nH]1)OCc1ccccc1F,-1,0.9,-10,1,-3,0.7,1,-3,2,-1.0
COc1cccc(C2NC(=O)NC(O)(C(F)(F)F)C2C(=O)c2cccnc2)c1OC (stereo not drawn),-8,0.4,-10,2,-1,0.6,-3,1,-2,-1.6
COC(=O)c1cccc(N2C(=O)C[C@](Sc3ccc(C)cc3)(C(=O)OC)[C@H]2c2ccccc2)c1,.,-0.8,-3,.,-3,2.1,0,-2,.,2.5
CCc1nnc(NC(=O)C2Cc3ccccc3CN2S(=O)(=O)c2cccs2)s1 (stereo not drawn),5,-1.3,7,8,1,0.7,-5,-14,1,0.7

# Pulled by structure from the list above:
SMILES,Scp1 inh,TbMetRS inhib,E coli Lon inh,DNMT1 block,SUMO1 PPI mod,MsrA inh,NRP1-CendR mod,MsrA act,STEP inh,LMPTP block
COc1cccc(C2NC(=O)NC(O)(C(F)(F)F)C2C(=O)c2cccnc2)c1OC (stereo not drawn),-8,0.4,-10,2,-1,0.6,-3,1,-2,-1.6
Cn1c(=O)cc(OCCCC(=O)NCc2ccc3c(c2)OCO3)c2ccccc21,2,-0.8,-1,-1,1,4.1,5,-8,-3,-1.1

# (further entries)
SMILES,Scp1 inh,TbMetRS inhib,E coli Lon inh,DNMT1 block,SUMO1 PPI mod,MsrA inh,NRP1-CendR mod,MsrA act,STEP inh,LMPTP block
O=c1ccn(CCCBr)c(=O)[nH]1,-4,-0.7,-3,0,2,-0.3,13,-3,0,-1.4
NC(=O)c1nn(CC(=O)Nc2ccc3c(c2)OCO3)cc1[N+](=O)[O-],-2,-0.2,-8,3,-9,0.7,11,-4,-2,-1.8
NC(=Nc1ccc(Cl)cc1)c1ccccc1,-12,0.0,1,0,0,-1.6,-3,-2,0,-0.6
N#Cc1cc(C(=O)Cc2ccccc2)c[nH]1,-3,0.4,7,-2,4,0.3,12,-9,5,0.3
CCCC(=O)N1CCC1(C)C(=O)NS(=O)(=O)c1cccc(Cl)c1 (stereo not drawn),.,-0.2,-11,3,1,-1.1,2,-2,-2,-1.5
C=CCNC(=O)c1ccc2nc(-c3ccccc3)c(-c3ccccc3)nc2c1,-13,-0.1,1,-5,-21,1.7,6,-1,-4,-0.2
COC(=O)CN(c1ccccc1C)S(C)(=O)=O,-4,-1.6,5,1,1,-1.7,7,-12,-1,-1.3
CC(C)n1nc(C(=O)NCCc2ccc(S(N)(=O)=O)cc2)c2ccccc2c1=O,-1,-1.6,-1,1,-2,1.0,5,-13,3,-0.5
O=c1cc(-c2ccco2)oc2ccc(Cl)cc12,-2,-0.5,-3,7,0,1.8,0,0,-3,1.3
CC(C)(C)c1ccc(/C=N/n2cnnc2)cc1,-5,-0.1,0,2,3,1.1,6,-1,-2,-0.7
CC(C)NC(=S)Nc1ccc2[nH]c(=O)[nH]c2c1,6,-0.9,-3,-6,3,0.4,5,-4,1,-2.1
O=C(Cc1c(C(=O)O)[nH]c2ccccc12)NC1CCCC1,-2,-0.3,1,4,0,0.6,-1,-2,0,-1.6
COc1cccc(NC(=O)NCc2c(-c3ccccc3)noc2C)c1,-18,-0.5,-2,2,1,0.5,1,-8,-1,-1.9
O=C(Nc1nnc(C2=COCCO2)o1)c1cccc(F)c1,-7,0.0,-5,-2,-1,1.3,14,1,0,-1.0
CC(C)Cn1c(=O)c2c(nc3n2CCCN3CCc2ccccc2)n(C)c1=O,-7,-2.4,1,0,3,1.0,4,-10,-3,0.1
Cc1ccc(-c2noc(C3CCCN(C(=O)c4cccc(F)c4)C3)n2)cc1 (stereo not drawn),-15,-0.1,0,-2,6,-0.5,5,0,2,2.1
CC1CN(C(=O)COC(=O)/C=C/c2ccc(C(F)(F)F)cc2)CC(C)O1 (stereo not drawn),-10,-0.4,-5,1,-16,0.1,6,-4,2,-0.8
CC(C)(C)NC(=O)c1nc2nc(-c3ccccc3)cc(C(F)(F)F)n2n1,-5,0.3,5,6,-18,1.1,-4,-2,-2,-0.4
Cc1cccc(N2CN(Cc3ccco3)CNC2=S)c1C,-2,-1.2,-7,-1,2,-0.3,5,-4,-2,-1.3
CC1=C(C(=O)Nc2ccccc2)C(c2ccc(C(C)C)cc2)N2C(=O)CSC2=N1 (stereo not drawn),-7,-0.2,-13,-2,6,1.0,-8,-3,3,-0.5
N#CC1(NC(=O)CN2c3cccc4cccc(c34)S2(=O)=O)CCCCC1,-2,0.2,-9,-3,-11,0.6,-7,-2,-2,0.6
CC(C)CNC(=S)NC(=O)c1ccc(Cl)cc1,-3,0.3,2,1,0,-1.5,0,-3,0,1.9
Brc1cccc(-c2nnc3sc(CN4CCC5(CC4)OCCO5)cn23)c1,-6,-0.3,-2,0,-7,1.8,5,-3,1,-0.2
CCOc1ccc(S(=O)(=O)N2CCC(C(=O)NCc3ccccc3CN3CCCC3)CC2)cc1,3,-0.1,-10,-4,0,0.2,7,-2,1,0.8
Cc1nn(CC(=O)NC2C(=O)N3C(C(=O)O)=C(CSc4nnnn4C)CSC23)cc1Br (stereo not drawn),10,-0.8,0,2,-1,0.2,0,0,-1,0.2
O=C(CCc1nc2ccccc2c(=O)[nH]1)Nc1ccc(F)cc1,0,-0.8,-1,5,3,-0.5,-1,-7,-4,-1.4
Cc1cc(C(=O)CN2C(=O)c3cccc(N)c3C2=O)c(C)n1Cc1cccs1,-17,-0.9,3,-11,-15,1.2,-7,-2,0,0.7
CC(C(=O)NCCSCc1cccc(Cl)c1)N(c1ccccc1)S(C)(=O)=O (stereo not drawn),-6,-0.5,-6,-1,-3,1.0,7,1,0,0.5

# Of the compounds above, these have a CF3 group.
SMILES,Scp1 inh,TbMetRS inhib,E coli Lon inh,DNMT1 block,SUMO1 PPI mod,MsrA inh,NRP1-CendR mod,MsrA act,STEP inh,LMPTP block
COc1cccc(C2NC(=O)NC(O)(C(F)(F)F)C2C(=O)c2cccnc2)c1OC (stereo not drawn),-8,0.4,-10,2,-1,0.6,-3,1,-2,-1.6
CC1CN(C(=O)COC(=O)/C=C/c2ccc(C(F)(F)F)cc2)CC(C)O1 (stereo not drawn),-10,-0.4,-5,1,-16,0.1,6,-4,2,-0.8
CC(C)(C)NC(=O)c1nc2nc(-c3ccccc3)cc(C(F)(F)F)n2n1,-5,0.3,5,6,-18,1.1,-4,-2,-2,-0.4

# Record cards, as listed above. Order of screens: Scp1 inh | TbMetRS inhib | E coli Lon inh | DNMT1 block | SUMO1 PPI mod | MsrA inh | NRP1-CendR mod | MsrA act | STEP inh | LMPTP block
# COC(=O)CN(c1ccccc1C)S(C)(=O)=O across the screens: -4 | -1.6 | 5 | 1 | 1 | -1.7 | 7 | -12 | -1 | -1.3
# CC(C)Cn1c(=O)c2c(nc3n2CCCN3CCc2ccccc2)n(C)c1=O across the screens: -7 | -2.4 | 1 | 0 | 3 | 1.0 | 4 | -10 | -3 | 0.1
